GPT2 inh – Primary qHTS assay for inhibitors of Glutamate pyruvate transaminase 2 (GPT2) | hit rate 0.25% among 100,000 | Potency, µM (titrated, usually from 57.7 µM), inactives show at the highest dose activity change, negative = inhibition, most hits filed as inhibitors | Alanine aminotransferase 2 (Homo sapiens), Q8TD30 | Recombinant GPT2, coupled pyruvate oxidase/HRP Amplex Red fluorescence | AID 1671188, 2021; also: potency is read from the fitted curve at half-maximal effect; nearly all actives have a fitted effect of over 60% in size; many of its hits are not listed in these tables
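Inhibition is scored from Amplex Red fluorescence generated when pyruvate oxidase and HRP act on pyruvate released by GPT2. Reactions contain 10ng/uL enzyme, 250uM a-KG and 2mM L-alanine and run 30 min at room temperature.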
3T3 cytotox – Cytotoxic Profiling in NIH 3T3 Cell Line of Diverse Libraries Using Quantitative High-Throughput Screening | Potency, µM (titrated, usually from 96.7 µM), without a hit: top-dose activity change, negative = cytotoxicity, most hits filed as inhibitors | NIH 3T3 viability, CellTiter-Glo ATP luminescence, 48-72 h | hit rate 4.3% among 94,000; also: potency is read from the fitted curve at half-maximal effect; nearly all actives have a fitted effect of over 55% in size
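Cytotoxicity is measured as loss of cellular ATP: NIH 3T3 cells (400/well) are exposed to compound for 48 or 72 hr at 37 °C, then CellTiter-Glo luminescence is imaged after 10 min at room temperature.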
HEK293 viab – GF-AFC viability counterscreen for inhibitors of alpha-synuclein gene (SNCA) expression. AID 1671193, 2021. Potency, µM (series often up to 57.1 µM), without a hit: at the top dose activity change, negative = cytotoxicity, usual class: cytotoxic. HEK-293-SNCA-luc viability, GF-AFC fluorescence, 24 h. hit rate 0.12% among 150,000;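 also: potency is read from the fitted curve at half-maximal effect; 0% = DMSO-treated cells and -100% = medium-only wells without cells; nearly all actives have a fitted effect of over 30% in size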
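HEK-293-SNCA-luc cells (1500/well) plated 24 h, then exposed 24 h to a dilution series; GF-AFC added 30 min at 37C, fluorescence 405/540 nm; normalised to medium-only and DMSO wells, Hill fit.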
FLuc inh – Firefly luciferase inhibition profiling of diverse chemical library using quantitative high-throughput screening. hit rate 2.5% among 76,000. Luciferin 4-monooxygenase (Photinus pyralis), P08659. AID 1347043, 2019. Potency, µM (titrated, usually from 115 µM), without a hit: at the highest dose activity change, negative = inhibition, actives largely listed as inhibitors. purified P. pyralis luciferase, luminescence, biochemical; also: potency is read from the fitted curve at half-maximal effect; nearly all actives have a fitted effect of over 65% in size
Target sequence (P08659 whole entry, looked up): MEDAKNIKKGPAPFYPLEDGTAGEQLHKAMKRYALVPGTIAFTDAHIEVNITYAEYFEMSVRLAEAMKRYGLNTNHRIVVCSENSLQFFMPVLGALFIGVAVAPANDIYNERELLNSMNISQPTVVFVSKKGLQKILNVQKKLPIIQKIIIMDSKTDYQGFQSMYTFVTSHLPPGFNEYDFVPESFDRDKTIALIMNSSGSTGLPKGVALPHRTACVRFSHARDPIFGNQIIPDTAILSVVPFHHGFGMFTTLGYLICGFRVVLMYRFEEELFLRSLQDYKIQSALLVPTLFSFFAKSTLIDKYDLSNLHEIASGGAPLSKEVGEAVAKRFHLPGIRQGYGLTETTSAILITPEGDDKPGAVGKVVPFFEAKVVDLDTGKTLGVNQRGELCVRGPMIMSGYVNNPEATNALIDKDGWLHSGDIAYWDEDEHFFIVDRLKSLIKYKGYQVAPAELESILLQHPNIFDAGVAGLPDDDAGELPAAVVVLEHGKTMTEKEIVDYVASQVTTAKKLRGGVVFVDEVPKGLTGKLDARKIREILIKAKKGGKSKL
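Biochemical qHTS: compound (6-point titration) added to 10uM D-luciferin plus 10uM ATP in Tris acetate pH 7.5 buffer with Mg, Tween-20 and BSA, then purified enzyme at 10nM; light output imaged.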
SNCA expr inh – Primary qHTS assay for inhibitors of alpha-synuclein gene (SNCA) expression; HEK-293 SNCA-luciferase knock-in, luminescence, 24 h; Potency, µM (highest dose often 57.2 µM), for the others: at the highest dose activity change, negative = inhibition, usual class: inhibitors; hit rate 0.17% among 140,000;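 also: potency is read from the fitted curve at half-maximal effect; plate controls were DMSO cells for no effect and cell-free wells for full effect; nearly all actives have a fitted effect of over 45% in size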
HEK cytotox – Cytotoxic Profiling in HEK 293 Cell Line of Diverse Libraries Using Quantitative High-Throughput Screening. HEK 293 viability, ATP luminescence (CellTiter-Glo), 48-72 h. Potency, µM (titrated, usually from 115 µM), without a hit: at the highest dose activity change, negative = cytotoxicity, actives largely listed as inhibitors. hit rate 6.6% among 94,000. AID 1345083, 2018; also: potency is read from the fitted curve at half-maximal effect; nearly all actives have a fitted effect of over 60% in size
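Pintool-delivered compounds were incubated with HEK 293 cells (250 cells/well) at 37 degree Celsius for 48 or 72 hr. ATP-dependent luminescence (CellTiter-Glo) then reported remaining viable cells.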
IP6K1 inh – Primary qHTS assay for small molecule inhibitors of Inositol hexaphosphate kinase 1 (IP6K1); activity change, % (series mostly up to about 58 µM); Inositol hexakisphosphate kinase 1 (Homo sapiens), Q92551; IP6K1 kinase, ADP-Glo luminescence, 2 h; active compounds read low; hit rate 0.81% among 140,000; AID 1645851, 2021; in the data active = activity change below about -25%
Target sequence (Q92551 whole entry, looked up): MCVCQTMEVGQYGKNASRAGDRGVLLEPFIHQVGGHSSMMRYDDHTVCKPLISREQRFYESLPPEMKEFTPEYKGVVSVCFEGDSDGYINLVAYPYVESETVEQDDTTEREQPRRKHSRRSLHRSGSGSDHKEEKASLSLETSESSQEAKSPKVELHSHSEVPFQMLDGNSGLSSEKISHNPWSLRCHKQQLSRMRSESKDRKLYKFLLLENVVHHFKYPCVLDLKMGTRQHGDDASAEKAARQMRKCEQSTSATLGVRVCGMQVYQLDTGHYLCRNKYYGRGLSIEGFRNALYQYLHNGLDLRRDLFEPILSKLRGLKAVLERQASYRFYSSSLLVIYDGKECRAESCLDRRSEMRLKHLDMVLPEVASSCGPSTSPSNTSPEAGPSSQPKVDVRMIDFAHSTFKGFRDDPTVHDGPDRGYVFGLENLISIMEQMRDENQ
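ADP-Glo luminescence measures ADP made by human IP6K1 during a 2 h RT reaction with ATP/IP6 (mix at 1.3 mM/130 uM); top library doses 57.5 and 19.1 uM final.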
An asterisk follows results filed as active; i = inactive; ? = inconclusive; . = no result given; [ ] = dose if it differs, or a comment. Unless noted, calls follow the shape of the dose curve; as a rule, active = well fitted curve in the direction sought with a large enough effect; inconclusive = small, poorly fitted or top-dose-only effect, or another doubt; inactive = no such curve, though single readings can be large; an effect the other way counts as inactive or inconclusive. Unless noted, % is scaled to controls: 0 for no effect and ±100 for the full control effect.

compound,GPT2 inh,3T3 cytotox,HEK293 viab,FLuc inh,SNCA expr inh,HEK cytotox,IP6K1 inh
Cc1ccc(C(=O)N2C[C@@H](CO)[C@H](c3ccncc3)C2)cc1F,i,-11%,4%,-7%,?,-4%,-6
CCOc1ccccc1C(=O)N1CCN(c2cc(-c3ccc(Cl)cc3)[nH]n2)CC1,-11%,18µM*,-12%,-6%,-15%,35µM*,11
COCCNC(=O)C1COC2(CCN(C(=O)c3ccccc3F)CC2)N1C(=O)c1cccc(C)c1 (centres undefined),2%,-20%,-4%,-3%,-18%,-18%,4
O=C1c2cccc3c2[C@H](CCC3)CN1[C@@H]1CN2CCC1CC2,4%,.,12%[23.9 µM],.,-13%[25.6 µM],.,-9
Cc1cccc(N2CCN(c3ncnc4c3nc3n4CCCCC3)CC2C)c1 (centres undefined),.,.,?,.,?,.,0
CCN1CC(C(=O)NCc2csc(-c3ncccn3)n2)CCC1=O (centres undefined),-25%,-17%,-3%,-3%,24%,2%,10
O=C(CSc1nc2ccccc2n1Cc1c(F)cccc1Cl)N1CCN(c2ccc(F)cc2)CC1,.,.,19%,.,13%,.,32
CCc1ccc2oc(-c3ccc(C)c(NC(=O)/C=C/c4ccco4)c3)nc2c1,.,.,-10%,.,146%[activator],.,3
O=C1Nc2ccccc2CN(CC2CCCCC2)C12CCNCC2,-10%,?,-24%,.,2%,35µM*,-24
CC(=O)N1CCC(NC[C@H]2Cn3c(-c4ccc(F)cc4)cnc3CO2)CC1,2%[88.5 µM],-20%[138 µM],6%[87.6 µM],-9%[172 µM],-3%[87.6 µM],-1%[172 µM],0

Remaining list, next part.
compound,GPT2 inh,3T3 cytotox,HEK293 viab,FLuc inh,SNCA expr inh,HEK cytotox,IP6K1 inh
CCOC(=O)C(=O)Nc1c(C(=O)Nc2cccc(F)c2)oc2ccccc12,.,.,3%,.,30%,.,21
CNC(=O)c1cc(C2CC2)nc2c1c(C1CCCN1C(=O)c1ccccc1C)nn2C (centres undefined),.,-22%,.,.,.,0%,-3
COc1ccc(N2CCN(CCCNC(=O)c3cc(Nc4ccc(OC)cc4OC)nc4ccccc34)CC2)cc1,.,.,?,.,-25%,.,0
COc1ccc(-c2cc(C(F)(F)F)nc(NCc3ccc(F)cc3)n2)cc1,.,.,4%,.,-16%,.,-14
O=C(Nc1c(-c2ccccc2)nc2ccccn12)c1ccc(Br)cc1,.,.,?,.,?,.,-2
COc1ccc(-c2nc(CS(=O)CC(=O)NCc3ccccc3Cl)c(C)o2)cc1OC (centres undefined),.,.,-1%,.,-11%,.,3
CNC(=O)c1cc(C2CC2)nc2c1c(C1CCCN([S+](=O)([O-])c3c(C)noc3C)C1)nn2C (centres undefined),.,-18%,.,.,.,?,-5
CN(C)C(=O)N1CCn2nc(CNC(=O)c3cc4ccccc4n3C)cc2C1,i[11.5 µM],-21%,1%,-3%,4%,-33%,-23
O=C(NCCNC(=O)C1CCCC1)c1ccc(-c2cccc(C(F)(F)F)c2)cc1,.,-24%,.,.,.,?,4
CCOc1ccc(-c2nc3c(C#N)c[nH]n3c2NC2CCCC2)cc1,.,.,3%,.,78%[activator],.,0

Other records:
compound,GPT2 inh,3T3 cytotox,HEK293 viab,FLuc inh,SNCA expr inh,HEK cytotox,IP6K1 inh
O=C([C@@H]1C[C@H](F)CN1C(=O)Nc1ccc(Cl)cc1)N1CCCCC1,i,-16%,-16%,-27%,?,-16%,15
COc1ccc(N2CCN(C3(c4ccccc4)C(=O)c4ccccc4C3=O)CC2)cc1,.,.,3%,.,-4%,.,-14
O=C(NC[C@H]1O[C@@H](CC(=O)N2CCOCC2)[C@H](O)[C@@H]1O)Nc1cccc(F)c1,i,-21%[174 µM],-1%[87.6 µM],9%[172 µM],-15%[87.6 µM],i,-3
O=C(Cn1cccc1-c1nc(-c2ccc3c(c2)OCO3)no1)Nc1ccccc1Cl,-17%,-5%,-3%,-27%,36%[activator],?,27
CCOC(=O)c1ccc(NC(=O)N2CCC3(CC2)SCC(=O)N3Cc2ccco2)cc1,i,?,-4%,-8%,-3%,?,-8
CCn1cc(CN2CCC(N3CC(OCCOC)C34CCCCC4)CC2)cn1 (centres undefined),i,-22%,-9%,-7%,-3%,-16%,0
Cc1ccc(N(C)C(=O)Cn2cnc3onc(-c4ccc(F)cc4)c3c2=O)cc1C,.,.,?,.,?,.,18
O=C(NCc1nc2c(s1)CCCC2)C1NCCc2[nH]cnc21 (centres undefined),-15%,i,-10%,-4%,9%,2%,8
Cc1ccsc1C(=O)NC1CCCN(c2cc(-c3ccccc3)[nH]n2)C1 (centres undefined),i,?,-19%,?,169%[activator],?,0
O=C1NCc2ccccc2CC12CCCCN2CC1CCOCC1 (centres undefined),i,-28%,-8%,.,3%,-5%,4

Following part
compound,GPT2 inh,3T3 cytotox,HEK293 viab,FLuc inh,SNCA expr inh,HEK cytotox,IP6K1 inh
COc1ccc(NC(=O)CN2C(=O)NC3(CCC(C(C)(C)C)CC3)C2=O)c(OC)c1 (centres undefined),-23%,?,3%,5%,31%,35µM*,7
CCN1CCN(CCCNC(=O)C2N(c3ccc(OC)cc3)C(=O)C23CCCCC3)CC1 (centres undefined),-1%,-5%,-23%,6%,-2%,-1%,-4
COc1cccc(CCC(=O)N2CCC(C3CCNC3)CC2)c1 (centres undefined),-6%,-9%,-6%[12.5 µM],-3%,26%,-6%,14
O=C(C1CCC1)N1CCC2(CC1)NCCc1c2[nH]c2ccccc12,i,-29%,-5%[12.5 µM],3%,35%[activator],?,31
CCn1c2c(c(=O)n1-c1ccccc1)CCN(C(=O)C1CCC1)C2,-3%[88.5 µM],?,4%[87.6 µM],-6%[172 µM],9%[87.6 µM],-8%[172 µM],-6
Cn1nc(-c2ccncc2)cc1NC(=O)c1ccc(C(F)(F)F)cc1,-4%,?,-8%,.,-15%,11µM*,-2
C[S+](=O)([O-])N1CCCC1C(=O)N1CCC2(CC1)CC(=O)Nc1ccccc1O2 (centres undefined),i,i,6%,.,10%,-3%,-14
CC(=O)c1ccc(NC(=O)c2nc3ccccc3n(C)c2=O)cc1,.,.,0%,.,22%,.,3
COc1ccc(OC2CN(S(=O)(=O)c3c(C)noc3C)C2)cc1,i,0%,8%,.,7%,1%,-10
O=C(NCc1ccc(F)cc1)C1CCc2sc(C(=O)N3CCCC3)cc2C1 (centres undefined),i,?,-15%,-12%,46%[activator],50µM*,4

(further entries)
compound,GPT2 inh,3T3 cytotox,HEK293 viab,FLuc inh,SNCA expr inh,HEK cytotox,IP6K1 inh
COc1ccc(Cn2ccc3nc(C)c(C(=O)N4CCN(c5ccc(OC)cc5)CC4)cc3c2=O)cc1,.,.,-9%,.,?,.,2
O=C(NCc1cccc(F)c1)c1cnc2c(c1)N(C(=O)Cc1ccc(O)cc1)CCC2,-2%[88.5 µM],-26%[138 µM],6%[87.6 µM],5%[172 µM],20%[87.6 µM],?,11
COCCN1CCNc2nc(COc3ccc(CN(C)C)cc3)n(Cc3ccccc3)c2C1=O,1%,-56%,2%,-21%,23%,-52%,50
CCOC(=O)c1cnc2c(C)c(Cl)ccc2c1NCCc1ccc(OC)c(OC)c1,.,.,?,.,-26%,.,7
COC(=O)CNC(=O)c1cc(-c2cccc(C(F)(F)F)c2)c2nncn2n1,-2%,-14%,-12%,.,13%,?,-1
CN1CCC(N2CCN(S(=O)(=O)c3cccc(F)c3)CC2)C1=O (centres undefined),i,-4%,11%,-8%,2%,-15%,3
NC(=O)[C@@H]1CN(C(=O)c2cocn2)C[C@H]1COc1ccccc1,i,1%,-8%,-10%,-10%,-1%,5
O=C(COc1ccccc1)NCc1ccc2c(c1)CCN2C(=O)c1ccc(F)cc1,.,.,8%,.,18%,.,-19
COc1ccc(CCNC(=O)CCc2c(C)nc3c(c(C)nn3-c3ccc(C)c(C)c3)c2C)c(OC)c1OC,.,.,1%,.,25%,.,7
COc1nccnc1NC1CCN(C(=O)c2cnn3cccnc23)CC1,i,4%,-2%,5%,11%,-7%,-2

3 compounds drawn at random from those above, as already listed:
compound,GPT2 inh,3T3 cytotox,HEK293 viab,FLuc inh,SNCA expr inh,HEK cytotox,IP6K1 inh
O=C(NCc1nc2c(s1)CCCC2)C1NCCc2[nH]cnc21 (centres undefined),-15%,i,-10%,-4%,9%,2%,8
COc1ccc(NC(=O)CN2C(=O)NC3(CCC(C(C)(C)C)CC3)C2=O)c(OC)c1 (centres undefined),-23%,?,3%,5%,31%,35µM*,7
O=C1NCc2ccccc2CC12CCCCN2CC1CCOCC1 (centres undefined),i,-28%,-8%,.,3%,-5%,4

Carrying on.
compound,GPT2 inh,3T3 cytotox,HEK293 viab,FLuc inh,SNCA expr inh,HEK cytotox,IP6K1 inh
COC(=O)[C@@H](NC(=O)[C@H](CC(C)C)NC(=O)N(Cc1ccccc1)C[C@@H](O)[C@H](Cc1ccccc1)NC(=O)OC(C)(C)C)C(C)C,i[11.5 µM],.,0%[12.5 µM],.,.,.,-4
O=C(O)CCCC[C@@H]1SC[C@@H]2NC(=O)N[C@@H]21,i,.,22%[23.9 µM],.,18%[25.6 µM],.,8
O=C(NCC1(COc2cccnc2)C[C@@H](O)[C@@H](O)C1)Nc1cccnc1 (some centres undefined),0%[88.5 µM],i,-9%[87.6 µM],2%[172 µM],7%[87.6 µM],i,8
O=C(CCC[C@H]1NC[C@@H]2CC1CN(Cc1ccccc1)C2)N1CCCC1,2%,i,-14%,-9%,-10%,i,-7
Cc1cccc2nc(-c3ccco3)c(Nc3ccc4c(c3)OCO4)n12,.,.,-27%,.,-7%,.,-13
Cc1ccc(CN2C(=O)OC(c3cccc(NC(=O)Cc4ccccc4)c3)C2C(=O)N2CCCC2)cc1 (centres undefined),-9%,?,-11%,-8%,3%,?,18
CSCc1noc(CNC(=O)[C@H]2CNC[C@H](C(=O)N3CCCC3)C2)n1,3%,i,0%,4%,-1%,-2%,10
Cc1ccc(-c2cc(C(=O)N[C@H]3Cc4ccccc4[C@@H]3N)n[nH]2)s1,-52%,?,7%,?,67%[activator],?,17
CCCSCCCNC(=O)c1cc2n(n1)CCCN(Cc1ccc(C)cc1)C2=O,.,.,4%,.,-10%,.,5
COc1ccc(CCC(=O)N2CCCCCNC(=O)[C@@H]3CCCC[C@@H]32)cc1,1%,-13%,-1%,3%,24%,-13%,5

Single records, from the list above. Values in the order: GPT2 inh, 3T3 cytotox, HEK293 viab, FLuc inh, SNCA expr inh, HEK cytotox, IP6K1 inh
Profile of CC(=O)c1ccc(NC(=O)c2nc3ccccc3n(C)c2=O)cc1 = ., ., 0%, ., 22%, ., 3
Profile of O=C1NCc2ccccc2CC12CCCCN2CC1CCOCC1 (centres undefined) = i, -28%, -8%, ., 3%, -5%, 4
